# Peg3 promoter – Peg3 promoter activity inhibition; 360,000 compounds, 1.7% hits; HeLa PEG-Prom luciferase reporter, luminescence, overnight; inhibition, % at 20 µM;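 active = inhibition of at least 50% at 20 µM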
# aDG glyco up – alpha-DG glycosylation activation; Pro5-aDG cells, alpha-DG glycosylation AlphaScreen (IIH6); 0% Pro5, 100% B10-LARGE cell signal; activation, % at 10 µM; 360,000 compounds, 0.22% hits; AID 624168;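 active = activation of at least 8% versus controls, or a plate z-score of at least 8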;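 also: Pro5 are CHO cells carrying HIG-tagged alpha-DG that lacks glycosylation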
# HIF-2a block – HIF-2a inhibition; 786-0 RCC cells HIF-2a reporter, luciferase luminescence, overnight; AID 624352; 360,000 compounds, 0.72% hits; inhibition, % at 18.8 µM;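 active = inhibition of the luminescence signal of 40% or more relative to plate controls, in a single-dose primary screen at 18.75 µM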
# MITF TRPM1 inh – MITF TRPM1 promoter inhibition in SK-MEL-5 cells. inhibition, % at 12.5 µM. 330,000 compounds, 0.83% hits. SK-MEL-5 TRPM1 promoter luciferase, 24 h;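 active = mean inhibition across replicates of 60% or more, whatever share of single replicates reaches that level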; also: values of inactives mirror those of a sister screen read the other way
# CF NFkB block – cystic fibrosis NF-kB activation inhibition; KKLEB NF-kB-GFP reporter, PAF-induced, GFP fluorescence overnight; AID 588850; 360,000 compounds, 0.86% hits; inhibition, % at 5 µM;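 active = at least 50% inhibition at 5 µM, scaled per plate between neutral and stimulator controls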;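 also: PAF is a Pseudomonas aeruginosa culture filtrate used as stimulus; plate controls were PAF-stimulated DMSO wells for no effect and unstimulated DMSO wells for full effect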
# TWEAK Fn14 block – blocks TWEAK-Fn14 interaction in a reporter cell assay | TWEAK-stimulated Fn14 reporter cells, luciferase luminescence, 8 h | inhibition, % at 10 µM | 360,000 compounds, 2% hits | AID 1159606; in the data active = inhibition above about 50%
# NR2E3 ag-1 – activates human NR2E3 receptor; CHO-S Gal4-NCOR/VP16-NR2E3 two-hybrid, luciferase; AID 602229; 360,000 compounds, 0.35% hits; Q9Y5X4; inhibition of corepressor binding, % at 3.98 µM;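 active = inhibition above the mean of all tested compounds plus 3 SD, cut at about 70% in these data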;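 also: 0% = DMSO with NR2E3 transfected cells and 100% = cells lacking NR2E3 construct; higher means lower luciferase signal from less NR2E3 corepressor binding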
# Target sequence (Q9Y5X4 whole entry, looked up, the tested form may be a part): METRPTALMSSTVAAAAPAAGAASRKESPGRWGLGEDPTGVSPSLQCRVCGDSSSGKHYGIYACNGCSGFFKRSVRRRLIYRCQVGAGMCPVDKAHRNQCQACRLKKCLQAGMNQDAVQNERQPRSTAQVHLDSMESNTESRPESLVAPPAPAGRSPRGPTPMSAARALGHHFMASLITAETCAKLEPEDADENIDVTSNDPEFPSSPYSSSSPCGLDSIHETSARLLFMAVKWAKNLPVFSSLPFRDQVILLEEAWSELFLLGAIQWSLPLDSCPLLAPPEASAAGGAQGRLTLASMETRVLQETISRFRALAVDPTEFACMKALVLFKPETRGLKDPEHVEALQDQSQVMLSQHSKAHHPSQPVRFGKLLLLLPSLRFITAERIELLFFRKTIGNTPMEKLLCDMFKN
# iPSC survival up – enhancers of human iPSC single-cell survival. hiPSC single-cell survival, ATPlite luminescence; 100% = ROCK inhibitor wells, 0% = DMSO. survival enhancement, % at 20 µM. 360,000 compounds, 0.044% hits; in the data active = survival enhancement above about 18%;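 also: cells exposed to compounds for 16 hours before the ATP read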
# NR2E3 ag-2 – activates human photoreceptor nuclear receptor NR2E3. Q9Y5X4. GST-NR2E3/biotin-RetCOR TR-FRET, 1536-well. inhibition of corepressor binding, % at 4.78 µM. 320,000 compounds, 0.12% hits. AID 2300;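 active = percent inhibition above the cutoff of mean plus 3 SD of all tested compounds, set per screening campaign, cut at about 20% in these data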;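 also: 0% = DMSO wells and 100% = biotin wells as full block of FRET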
#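 Material – GST-tagged NR2E3 plus biotinylated RetCOR corepressor · Quantity – NR2E3 fusion 1.35 nM · Times – 5 h incubation at 4 °C · Medium – pH 7.5 Tris-based buffer · Technique – TR-FRET, Eu(K)-anti-GST donor, streptavidin-D2 acceptor, ex 340, em 617/671 nm · Benchmarks – high control biotin, low control 0.6% DMSO · Format – 1536-well plates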
# Shn3 inh set2 – reduces Shn3 3'UTR luciferase signal in osteoblasts; inhibition, % at 12.5 µM; Clone20 osteoblast Shn3 3'UTR firefly luciferase, 24 h; 360,000 compounds, 0.52% hits; AID 588674;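 active = mean inhibition of at least 75% with every replicate also reaching 75%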;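 also: 0% = median of neutral control wells and 100% = pilot-screen positive control compound; some compounds past the cut are filed as inactive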
# KKLEB cytotox – CF airway cell cytotoxicity counter-screen; KKLEB CF airway cells viability, ATPlite luminescence, overnight; stronger effect = lower value; cells stimulated with P. aeruginosa culture filtrate; activity change (cytotoxicity), % at 5 µM; 360,000 compounds, 0.36% hits; AID 602141;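 active = corrected activity change at or below -50% at 5 µM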
# * = called active by the depositor; / = not tested or not shown.
SMILES,Peg3 promoter,aDG glyco up,HIF-2a block,MITF TRPM1 inh,CF NFkB block,TWEAK Fn14 block,NR2E3 ag-1,iPSC survival up,NR2E3 ag-2,Shn3 inh set2,KKLEB cytotox
CC(C)C(c1nnnn1CCc1ccccc1)N1CCN(C(=O)c2ccco2)CC1 (stereo not drawn),14,0.2,22,-2,12,10,7,-1.2,/,3,-4
CN(Cc1ccccc1)C(=O)c1[nH]cnc1C(=O)N[C@@H](Cc1ccccc1)C(=O)OC(C)(C)C,5,-0.1,18,3,-8,-3,-38,0.3,1,4,8
O=C(COC(=O)Cc1ccsc1)Nc1ccc(Br)cc1F,-4,0.6,-8,-3,-16,-8,7,0.0,4,5,14
Cc1ccc(-c2csc(N=C(N)N)n2)c(C)c1,-58,0.2,-127,/,13,-6,-38,0.3,-2,-8,-20
O=c1c2ccccc2c(C=Nc2ccc(O)cc2)c(O)n1Cc1ccccc1,-57,0.0,-155,-62,-13,-36,-34,0.8,0,-48,2
CCOc1ccc(NC(=O)CNC(=O)c2cn(-c3ccccc3OC)c(=O)c3ccccc23)cc1,5,-0.5,-7,-1,-1,7,-9,0.8,2,-14,0
CC1(C)CC(O)C(CCC(O)c2ccccc2)C(C)(C)N1 (stereo not drawn),6,-0.2,12,-19,12,0,-10,-0.5,1,18,-5
COc1ccc(S(N)(=O)=O)cc1C(=O)OCC(=O)Nc1ncc(Cl)c(C)c1Cl,13,-0.1,14,14,-10,-7,-1,3.3,/,-9,7
O=C(c1ccc(Cl)cc1)C1CCCN(Cc2cccn2-c2cccnc2)C1 (stereo not drawn),27,0.1,28,8,6,15,3,-0.3,3,19,-8
CCOC(CNC(=O)c1ccc2c(c1)ncn2-c1ccccc1OC)OCC,7,0.1,10,8,-1,12,-4,1.1,4,7,-2
COc1cc(C(=O)Nc2ccc3c(c2)OCO3)c([N+](=O)[O-])cc1OC,-1,0.9,9,2,-17,-2,-17,-0.2,3,-14,3
CCCCN(C(=O)COC(=O)c1ccc(C)s1)c1c(N)n(CCC)c(=O)[nH]c1=O,20,-0.1,-2,6,-7,-6,10,4.7,/,1,1

# Taken from the listing, eleven compounds:
SMILES,Peg3 promoter,aDG glyco up,HIF-2a block,MITF TRPM1 inh,CF NFkB block,TWEAK Fn14 block,NR2E3 ag-1,iPSC survival up,NR2E3 ag-2,Shn3 inh set2,KKLEB cytotox
CC(C)C(c1nnnn1CCc1ccccc1)N1CCN(C(=O)c2ccco2)CC1 (stereo not drawn),14,0.2,22,-2,12,10,7,-1.2,/,3,-4
CN(Cc1ccccc1)C(=O)c1[nH]cnc1C(=O)N[C@@H](Cc1ccccc1)C(=O)OC(C)(C)C,5,-0.1,18,3,-8,-3,-38,0.3,1,4,8
O=C(COC(=O)Cc1ccsc1)Nc1ccc(Br)cc1F,-4,0.6,-8,-3,-16,-8,7,0.0,4,5,14
Cc1ccc(-c2csc(N=C(N)N)n2)c(C)c1,-58,0.2,-127,/,13,-6,-38,0.3,-2,-8,-20
O=c1c2ccccc2c(C=Nc2ccc(O)cc2)c(O)n1Cc1ccccc1,-57,0.0,-155,-62,-13,-36,-34,0.8,0,-48,2
CCOc1ccc(NC(=O)CNC(=O)c2cn(-c3ccccc3OC)c(=O)c3ccccc23)cc1,5,-0.5,-7,-1,-1,7,-9,0.8,2,-14,0
CC1(C)CC(O)C(CCC(O)c2ccccc2)C(C)(C)N1 (stereo not drawn),6,-0.2,12,-19,12,0,-10,-0.5,1,18,-5
COc1ccc(S(N)(=O)=O)cc1C(=O)OCC(=O)Nc1ncc(Cl)c(C)c1Cl,13,-0.1,14,14,-10,-7,-1,3.3,/,-9,7
O=C(c1ccc(Cl)cc1)C1CCCN(Cc2cccn2-c2cccnc2)C1 (stereo not drawn),27,0.1,28,8,6,15,3,-0.3,3,19,-8
CCOC(CNC(=O)c1ccc2c(c1)ncn2-c1ccccc1OC)OCC,7,0.1,10,8,-1,12,-4,1.1,4,7,-2
COc1cc(C(=O)Nc2ccc3c(c2)OCO3)c([N+](=O)[O-])cc1OC,-1,0.9,9,2,-17,-2,-17,-0.2,3,-14,3

# (continued)
SMILES,Peg3 promoter,aDG glyco up,HIF-2a block,MITF TRPM1 inh,CF NFkB block,TWEAK Fn14 block,NR2E3 ag-1,iPSC survival up,NR2E3 ag-2,Shn3 inh set2,KKLEB cytotox
COc1ccccc1NC(=O)NNC(=O)c1ccc2ccccc2c1,8,0.0,1,17,-14,5,-3,-0.4,/,-12,0
CCCS(=O)(=O)NC(=O)C1(C)CCN(C(=O)c2cccc(C)c2C)C1 (stereo not drawn),-1,-0.2,4,/,9,-6,10,3.3,/,4,-1
OCCCn1c(C2CCCN2c2nc(-c3ccc(Cl)cc3)cs2)nc2cc(Cl)c(N3CCCCC3)cc21 (stereo not drawn),72*,-0.6,10,46,39,7,20,1.0,-2,53,-38
CC(C)[C@@H](N)C(=O)NC[C@H]1O[C@@H](n2cnc3c(N)ncnc32)[C@H](O)[C@@H]1O,2,0.0,-9,-8,-9,-13,-11,0.2,/,-15,9
COc1ccc(/C=C/C(=O)c2ccc(Cl)s2)cc1O,-149,0.4,-92,-66,0,-16,-75,-3.6,-1,-20,-4
CC1CCN(C(=O)c2cccc(S(=O)(=O)N3CCCCC3)c2)CC1,10,0.0,-5,3,10,22,-13,-1.0,3,16,-5
CCCCc1ccc(NC(=O)c2ccc(NS(C)(=O)=O)cc2)cc1,-23,1.7,7,-10,16,-14,-5,-1.2,5,5,0
Clc1ccc(-c2ccnc(-n3cccc3)n2)s1,-17,0.4,-44,14,-32,26,0,-0.6,0,-3,-2
Cc1nn(C)c(C)c1N1C(=O)c2cccc3c(Br)ccc(c23)C1=O,1,0.6,20,8,-12,-12,-8,-1.1,5,6,8
c1cncc(-c2nnc3n2CCC3)c1,4,0.0,5,17,8,3,-28,2.5,4,-8,-17
COc1ccc(S(=O)(=O)NCc2ccccc2)cc1Br,15,-0.1,17,-52,20,7,-23,3.3,-1,18,-15
Cc1[nH]c2ccccc2c1C(O)CN1CCC2(CC1)OCCO2 (stereo not drawn),2,0.0,28,2,-15,24,-18,-0.6,-4,-3,3
Cc1nnc(N/N=C/c2ccccc2F)n1N,6,-0.1,9,-6,2,4,-11,-0.4,0,-12,-4
Cc1ccc(NC(=O)c2ccncc2)cc1[N+](=O)[O-],-18,0.0,-21,-5,17,15,-20,2.2,4,-14,4
O=C1C(=Cc2cccs2)C(=O)c2ccccc21,-15,0.1,16,-9,-2,2,1,-1.9,2,-7,1
O=c1oc(Nc2cccc(Cl)c2)nc2ccccc12,-141,-0.2,-223,-39,-2,-33,-129,-2.0,-1,-32,-14
CCOc1ccc(N=C2NC(=O)C(CC(=O)Nc3ccccc3)S2)cc1 (stereo not drawn),16,0.0,14,0,-18,-5,22,6.0,1,-3,8
COc1ccc(-n2cc(CN(C)C(C)c3ccncn3)c(-c3cccc(F)c3)n2)cc1 (stereo not drawn),-6,0.1,-53,-20,7,-2,-14,0.0,-1,6,0
CCCc1c(C)nc(N2CCN(c3ccccc3F)CC2)[nH]c1=O,10,0.3,6,3,-14,1,-13,0.0,1,17,6
O=C(Nc1ccccc1)c1ccccc1NC(=O)C1CCCCC1,10,-0.3,15,-4,2,-17,-21,0.7,1,4,-1
CCOc1ccc(C(C)NC(=S)NCc2ccc(F)cc2)cc1 (stereo not drawn),22,0.5,15,19,-4,8,-15,-0.5,1,-5,13
CCOC(=O)N1CCN(C(=O)/C(=C/c2cccc3ccccc23)NC(=O)c2ccc(OC)c(OC)c2)CC1,3,0.1,25,10,-35,-12,-180,-0.9,2,15,27
Cc1cccc(C(=O)N(Cc2cccs2)C2CCS(=O)(=O)C2)c1 (stereo not drawn),6,-0.1,4,-1,2,5,8,0.2,0,8,4
CCCN(CCC)CCNc1c(NC2CCN(C(=O)OCC)CC2)c(=O)c1=O,7,0.0,15,-9,-23,-33,17,0.1,1,-3,12
CC[C@@H]1CCCCc2ccccc2[C@H](C(=O)C[C@H](O)CC(C)=O)OC1=O,-4,0.2,-5,4,18,-11,20,-2.6,/,-11,-3
COc1ccc(/C=C(/C(=O)Nc2ccccc2C(=O)N2CCCC2)c2ccccc2)cc1,35,-0.1,26,6,-5,23,-6,2.1,-1,20,7
O=C1C2C(C(=O)N1c1nccs1)C1C=CC2C12CC2 (stereo not drawn),9,0.1,13,23,-12,-17,21,-1.4,2,-4,-5
CC1C=CCC2C(=O)N(c3ccccc3OC(=O)c3cccs3)C(=O)C12 (stereo not drawn),-1,-0.3,2,-15,1,-12,-12,-1.0,2,-9,0
Cc1nnsc1C(=O)NC(C)C12CC3CC(CC(C3)C1)C2 (stereo not drawn),6,-0.1,20,-11,-10,2,-10,1.3,-1,1,14
CN1CCN(C(=O)c2ccc3c(=O)n(-c4ccc(F)cc4)c(=S)[nH]c3c2)CC1,8,0.2,6,0,4,2,22,-0.3,-5,-7,6
O=C(CN1CC[n+]2c(-c3ccccc3)csc21)c1ccc(Br)cc1,-3,0.1,-15,/,-19,-14,-14,-0.6,4,-5,22
CCCCN(C(=O)Cc1cccc(F)c1)c1c(N)n(CCC)c(=O)[nH]c1=O,18,-0.2,8,4,-11,21,-19,-0.1,-1,-20,4
O=C(Nc1cccc(Cl)c1)Nc1nnc([C@@H]2C[C@H](O)[C@@H](CO)O2)s1,-65,-0.3,-131,/,25,15,-103,6.7,/,-47,0
Cc1ccc(CNC(=O)C(=O)c2cn(CC(=O)N3CCCC3)c3ccccc23)cc1,-70,-0.3,-119,-45,-5,-19,18,-0.6,0,-22,-16
O=C(N/N=C/C=C/c1ccccc1[N+](=O)[O-])c1cccs1,-52,0.2,-63,-6,-1,-30,-46,-2.0,0,-12,0
CCC(C)N1CCN(C(=O)c2cccs2)CC1 (stereo not drawn),6,0.0,13,-10,-5,22,-9,4.5,-2,-2,-4
CCN(CC)CC#CCC(O)(c1ccccc1)c1ccc(Br)cc1 (stereo not drawn),23,0.0,9,1,14,-1,1,-0.5,1,9,0
O=C(CNC(=O)c1ccc(Br)o1)NNC(=O)c1ccccc1,-13,-0.3,-3,-3,0,1,-17,-0.1,/,-3,5

# 3 structures out of the list, sorted by number of heavy atoms, rising.
SMILES,Peg3 promoter,aDG glyco up,HIF-2a block,MITF TRPM1 inh,CF NFkB block,TWEAK Fn14 block,NR2E3 ag-1,iPSC survival up,NR2E3 ag-2,Shn3 inh set2,KKLEB cytotox
O=C(CNC(=O)c1ccc(Br)o1)NNC(=O)c1ccccc1,-13,-0.3,-3,-3,0,1,-17,-0.1,/,-3,5
O=C(Nc1cccc(Cl)c1)Nc1nnc([C@@H]2C[C@H](O)[C@@H](CO)O2)s1,-65,-0.3,-131,/,25,15,-103,6.7,/,-47,0
CCCCN(C(=O)Cc1cccc(F)c1)c1c(N)n(CCC)c(=O)[nH]c1=O,18,-0.2,8,4,-11,21,-19,-0.1,-1,-20,4

# From PubChem
